Compound activity from PubChem.
Cycloheximide cs: Cycloheximide Counterscreen for Small Molecule Inhibitors of Shiga Toxin | cell reporter, cycloheximide protein synthesis inhibition counterscreen | max response, % | 300,000 compounds, 12% hits | AID 2314, 2010; in the data active = max response mostly above about 13%, no sharp cut-off; inactive = mostly below about 14%; also: read at 38.3 µM for the half of the compounds with a filed dose; 0% is about no effect
LmPK inh: qHTS Assay for Inhibitors of Leishmania Mexicana Pyruvate Kinase (LmPK) | Q27686 | purified LmPK, Kinase-Glo ATP luminescence, 1 h | Potency, µM (highest dose often 57.5 µM), for the others: at the highest dose activity change, negative = inhibition, usual class: inhibitors | 290,000 compounds, 0.37% hits | AID 1721, 2009; also: potency is read from the fitted curve at half-maximal effect; % is scaled to controls: 0 for no effect and ±100 for the full control effect
Target sequence (Q27686 whole entry, looked up): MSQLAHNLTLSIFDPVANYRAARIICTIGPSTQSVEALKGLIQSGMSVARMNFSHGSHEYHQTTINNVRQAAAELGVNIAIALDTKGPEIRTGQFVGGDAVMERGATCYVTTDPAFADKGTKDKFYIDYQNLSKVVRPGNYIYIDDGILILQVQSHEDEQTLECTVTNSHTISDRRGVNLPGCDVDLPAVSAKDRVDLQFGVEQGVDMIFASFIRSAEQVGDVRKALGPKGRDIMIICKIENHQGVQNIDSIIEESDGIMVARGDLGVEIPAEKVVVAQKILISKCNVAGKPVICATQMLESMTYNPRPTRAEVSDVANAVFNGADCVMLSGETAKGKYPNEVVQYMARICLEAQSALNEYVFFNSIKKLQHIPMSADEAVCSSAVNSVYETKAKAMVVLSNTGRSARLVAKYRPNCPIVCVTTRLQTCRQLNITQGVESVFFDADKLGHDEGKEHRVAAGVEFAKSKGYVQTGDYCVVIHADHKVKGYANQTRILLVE
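Purified LmPK (0.1 nM) converted ADP (0.1 mM) to ATP with PEP (0.5 mM) in imidazole buffer pH 7.2 with KCl and MgCl2, 1 h at room temperature. ATP was read by Kinase-Glo luminescence; data normalized to uninhibited and no-enzyme controls.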
Tb PYK inh: qHTS of Trypanosoma Brucei Inhibitors; pyruvate kinase (Trypanosoma brucei), Q57TT1; TbPYK enzyme, Kinase-Glo Plus ATP luminescence, 45 min; Potency, µM (series often up to 76.8 µM), inactives show at the top dose activity, negative = inhibition, most hits filed as inhibitors; 410,000 compounds, 0.12% hits; AID 624173, 2012; also: potency is read from the fitted curve at half-maximal effect; % is scaled to controls: 0 for no effect and ±100 for the full control effect; nearly all actives have a fitted effect of over 50% in size
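Screened from lowest to highest concentration, compounds were pinned into TbPYK/substrate mixtures, and ADP (130 uM final) was added. Plates sat at room temperature for 45 min prior to Kinase-Glo Plus detection by luminescence.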
Pf growth 96h: Primary qHTS for delayed death inhibitors of the malarial parasite plastid, 96 hour incubation; Potency, µM (titrated, usually from 28.7 µM), inactives show top-dose activity change, negative = inhibition, most hits filed as inhibitors; P. falciparum luciferase reporter growth, 96 h; 320,000 compounds, 6.9% hits; also: potency is read from the fitted curve at half-maximal effect; % is scaled to controls: 0 for no effect and ±100 for the full control effect
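P. falciparum expressing integrated firefly luciferase grown in erythrocytes (2% hematocrit, 0.05% parasitemia final) with compounds for 96 hours at 37 C, 5% CO2. Growth inhibition read as loss of luminescence after adding luciferase detection reagent.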
AmpC inh no detg: qHTS Inhibitors of AmpC Beta-Lactamase (assay without detergent) | P00811 | AmpC nitrocefin hydrolysis, absorbance 480 nm, 0.0001% Triton | Potency, µM (highest dose often 57.1 µM), for inactives: at the highest dose activity change, negative = inhibition, most hits filed as inhibitors | 330,000 compounds, 0.52% hits;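 also: potency is read from the fitted curve at half-maximal effect; plate controls were no compound for no effect and no enzyme for full effect; nearly all actives have a fitted effect of over 20% in size; some results filed as inactive show a strong effect at the top dose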
Target sequence (P00811 whole entry, looked up): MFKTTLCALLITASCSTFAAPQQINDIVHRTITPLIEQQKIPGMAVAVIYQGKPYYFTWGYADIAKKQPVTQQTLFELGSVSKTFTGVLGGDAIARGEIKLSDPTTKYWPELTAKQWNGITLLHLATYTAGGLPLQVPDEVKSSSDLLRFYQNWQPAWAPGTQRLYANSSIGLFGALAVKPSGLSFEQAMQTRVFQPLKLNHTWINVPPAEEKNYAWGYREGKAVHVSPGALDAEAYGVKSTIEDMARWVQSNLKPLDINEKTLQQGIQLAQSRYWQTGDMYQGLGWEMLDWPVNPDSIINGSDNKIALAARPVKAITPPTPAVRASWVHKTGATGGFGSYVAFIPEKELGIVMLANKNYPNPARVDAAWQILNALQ
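AmpC (5.3 nM in the dispensed reagent) in 20 mM phosphate pH 7.0 with 0.01% (detergent screen) or 0.0001% Triton X-100 was preincubated with compounds for 15 min at room temperature. Nitrocefin was then added from an 800 uM solution, and hydrolysis was followed at 480 nm.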
Shiga inhibitor: A qHTS for Small Molecule Inhibitors of Shiga Toxin; AID 2315, 2010; 290,000 compounds, 9.2% hits; inhibition, % at 38.7 µM; Vero cells, Shiga toxin protein synthesis inhibition reporter; in the data active = inhibition mostly above about 28%, no sharp cut-off; inactive = mostly below about 43%; also: 0% is about no effect
Pf growth 48h: Primary qHTS for delayed death inhibitors of the malarial parasite plastid, 48 hour incubation | P. falciparum luciferase growth in erythrocytes, 48 h | Potency, µM (top dose mostly 28.7 µM), without a hit: at the highest dose activity change, negative = inhibition, most hits filed as inhibitors | 310,000 compounds, 5.9% hits; also: potency is read from the fitted curve at half-maximal effect; % is scaled to controls: 0 for no effect and ±100 for the full control effect
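Luminescence readout; reporter = integrated firefly luciferase in P. falciparum. RBC culture at 2% hematocrit, 0.1% parasitemia final, 37 C/5% CO2; decreased signal taken as growth inhibition.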
* marks the source's active call; other numbers are inactive results; ? = inconclusive; . = not tested or not shown; + = active, no number; & = joins results of further samples; [ ] = another dose, or the depositor's remark. Unless noted, calls follow the shape of the dose curve; as a rule, active = well fitted curve in the direction sought with a large enough effect; inconclusive = small, poorly fitted or top-dose-only effect, or another doubt; inactive = no such curve, though single readings can be large; an effect the other way counts as inactive or inconclusive.

1: N#Cc1ncc(Cl)c2ccccc12
2: Cc1ccc(C(=O)O/N=C(\N)c2nonc2N)cc1
3: COc1c(Cl)ccc(Cl)c1C(=O)NC(=S)N1CCOCC1
4: O=C(CCSc1ccccn1)Nc1ccc(Br)cc1
5: CCOC(=O)C(C)Sc1nnc2n1C(C)(C)Cc1ccccc1-2 (stereo not drawn)
6: CC(=NCCN1CCNCC1)C1=C(O)CC(C)(C)CC1=O
7: COc1ccc(OC)c(CC(NC(C)=O)C(=O)NC2CCN(c3cc(C)nc4ncnn34)CC2)c1 (stereo not drawn)
8: CCN(CC)c1nc(Nc2ccc(Cl)cc2)nc(OCC#N)n1
compound no.,1,2,3,4,5,6,7,8
Cycloheximide cs,1,47*,-2,49*,6,-3,3,8
LmPK inh,13%,4µM*,2%,2%,0%,-4%,-2%,0%
Tb PYK inh,4%,?,-1%,-9%,1%,0%,.,-3%
Pf growth 96h,-11%,?,-43%[1.15 µM],183%[activator],35%[activator],34%[activator],19%,.
AmpC inh no detg,-14%,-16%,-16%,-48%,-8%,-6%,-5%,-18%
Shiga inhibitor,21,51*,0,101*,1,-19,-9,3
Pf growth 48h,?,84%[activator],16%,164%[activator],-22%,6%,2%,-18%

9: COC(=O)c1sc2nc(SCc3cccc(Cl)c3)n(N)c(=O)c2c1C
10: Cc1c(NC(=O)c2c([N+](=O)[O-])cnn2C)c(=O)n(-c2ccccc2)n1C
11: Cc1ccc(Nc2nc(NCC3CCCO3)nc(N)c2[N+](=O)[O-])cc1 (stereo not drawn)
12: Cc1cc2oc(C(=O)Nc3c(C)n(C)n(-c4ccccc4)c3=O)c(C)c2cc1Cl
13: CC1CCc2sc(C(=O)NN)cc2C1 (stereo not drawn)
14: CCn1cc(C(=O)O)c(=O)c2cc(F)c(N3CCN(C(=S)NC(=O)c4cccc(C)c4)CC3)cc21
15: O=C(COC(=O)c1c2c(nc3ccccc13)CCCC2)Nc1ccc2c(c1)OCO2
16: Cc1ccccc1-n1c([C@@H]2C[C@H]2c2ccccc2)n[nH]c1=S
compound no.,9,10,11,12,13,14,15,16
Cycloheximide cs,-1,-6,1,-6,11,-1,14,-2
LmPK inh,5%,1%,-1%,3%,0%,-15%,4%,11µM*
Tb PYK inh,10%,6%,-1%,4%,2%,-22%,2%,?
Pf growth 96h,9.3µM*,-19%,12µM*,-12%,32%[activator],-29%,10µM*,16%
AmpC inh no detg,?,-12%,-17%,18%,18%,1%,-3%,-50%
Shiga inhibitor,-4,-11,-6,-10,36*,-9,23,-9
Pf growth 48h,0%,34%[activator],-28%,-1%,47%[activator],?,?,0%

17: CC(=O)Nc1ccc(N=Nc2ccc(O)cc2)cc1
18: CN1/C(=C/C(=O)c2cccs2)Sc2ccccc21
19: Cc1ccc(/C=C/c2ccc(N(C)C)cc2)[n+](C)c1
20: Cc1nc(SCC(=O)NC2CC2)c2c(C)c(C)sc2n1
21: O=C(/C=C/c1cccc([N+](=O)[O-])c1)N1CCN(Cc2ccccc2)CC1
22: CCCNC(=O)OC[C@H]1O[C@H](CCO/N=C/[C@@H](OC)[C@H](C)/C=C/CC(=O)OC)C=C[C@@H]1Oc1ccc(OC)cc1
23: O=C(Cc1c(C(=O)O)[nH]c2ccccc12)NCCN1CCN(c2ccccc2F)CC1
24: COc1ccc(C(=O)NC(=S)Nc2cccc3cc(O)ccc23)cc1OC
compound no.,17,18,19,20,21,22,23,24
Cycloheximide cs,35*,43*,-5,-3,22,-4,-2,12
LmPK inh,-14%,?,-8%,-9%,1%,3%,-6%,-10%
Tb PYK inh,2%,.,-15%,-4%,-17%,.,-1%,-15%
Pf growth 96h,134%[activator],-63%,219%[activator],?,16%,?,-24%,11%
AmpC inh no detg,-26%,-22%,-11%,-6%,112%[activator],209%[activator],-18%,-53%
Shiga inhibitor,+,48,15,-2,13,-13,20,-28
Pf growth 48h,276%[activator],.,1.2µM*,4%,-23%,?,16%,-13%

25: Nc1nnc(CC(=O)N/N=C/c2ccccc2OCc2ccc(F)cc2)s1
26: COc1ccc(-c2cccc(C(=O)N3CCOCC3)c2)cc1
27: Cc1ccc(OCC(=O)NC(=S)Nc2cccc(NC(=O)c3ccc(Cl)cc3Cl)c2)cc1
28: CCOc1cc(CNCc2ccncc2)cc(Br)c1OCc1ccccc1F
29: COc1ccc(-c2nc(C#N)c(N3CCN(c4ccccc4)CC3)o2)cc1
30: NNC(=O)CCS(=O)(=O)c1ccc2ccccc2c1
31: Cc1cc(C)n(C(=O)CNc2cccc(Cl)c2C)n1
32: Cc1cc(C)c(S(=O)(=O)N2CCN(C(=O)CCn3nc(C)c(C)c3C)CC2)c(C)c1
compound no.,25,26,27,28,29,30,31,32
Cycloheximide cs,-2,30*,-1,-2,-2,-1,-2,-3
LmPK inh,4%,-1%,-4%,5%,3%,-2%,0%,-4%
Tb PYK inh,-1%,-2%,0%,-1%,1%,2%,3%,1%
Pf growth 96h,33%[activator],10%,2%,?,-4%,?,.,2%
AmpC inh no detg,-21%,14%,-32%,116%[activator],-23%,-30%,-22%,163%[activator]
Shiga inhibitor,18,57*,1,-8,-3,2,-10,-8
Pf growth 48h,8%,13%,50%[activator],?,-4%,-15%,5%,?

33: Cc1nn(Cc2ccccc2)c2ncccc12
34: O=C(NCC1CCCO1)C1CC(=O)N(c2ccc(Cl)cc2)C1 (stereo not drawn)
35: COCCn1c(-c2ccccc2)nc2c(c(=O)c3ccccc3n2C)c1=O
36: COc1ccc(C2NC(=O)NC(C)=C2C(=O)OCc2ccccc2)cc1 (stereo not drawn)
37: CCCN(CC(=O)Nc1ccc(F)c(F)c1F)C(=O)C1=COCCO1
38: Cc1cc(NC(=O)C2CC(=O)OC2c2ccccc2)no1 (stereo not drawn)
39: O=C(c1cc(-c2ccc(O)cc2)on1)N1CCN(c2ccccc2)CC1
40: COc1ccc(OC)c(/C=N/NC(=O)CCN2CCN(C(c3ccccc3)c3ccccc3)CC2)c1
compound no.,33,34,35,36,37,38,39,40
Cycloheximide cs,-1,-7,1,-2,.,3,12,5
LmPK inh,1%,-1%,1%,-1%,.,1%,3%,-3%
Tb PYK inh,-4%,1%,.,4%,3%,3%,7%&4%,-9%
Pf growth 96h,?,-13%,15µM*,0%,61%[activator],34%[activator],35%[activator],?
AmpC inh no detg,-4%,-4%,-18%,-21%,-17%,-6%,-42%,-7%
Shiga inhibitor,-15,-7,13,-8,.,7,33,22
Pf growth 48h,?,17%,?,10%,9%,39%[activator],12%,-3%

41: N#Cc1c2c(c(NCc3cccnc3)n3c1nc1ccccc13)CCC2
42: COc1ccccc1NC(=O)Nc1nn(C)c2cccc(N(C)C)c12
43: O=C1CCCC/C1=C/Nc1cccc(C(F)(F)F)c1
44: CCC(O)(CC)C(=O)N(Nc1ccc(C)cc1)c1ccc(C)cc1
45: NS(=O)(=O)c1ccc(CCNC(=O)COC(=O)COc2cccc(C(F)(F)F)c2)cc1
46: COc1ccc(Oc2ccc(C(F)(F)F)cc2NC(=O)CC(CC(=O)O)c2ccccc2)cc1 (stereo not drawn)
47: COc1ccc(C2C(C(=O)Nc3ccc(OC)c(OC)c3)c3ccccc3C(=O)N2C)cc1 (stereo not drawn)
48: CS(=O)(=O)N1CCC(Oc2ccccc2C(=O)N2CCN(CC3CC3)CC2)CC1
compound no.,41,42,43,44,45,46,47,48
Cycloheximide cs,-2,-5,48*,-2,.,-10,-2,-1
LmPK inh,3%,1%,5%,6%,.,12%,-2%,1%
Tb PYK inh,-7%,-15%,1%,2%,-3%,-4%,3%,0%
Pf growth 96h,.,?,?,?,?,?,?,18%
AmpC inh no detg,-12%,-31%,19%,58%,-7%,-1%,55%,-4%
Shiga inhibitor,-5,-27,50*,-8,.,-19,-7,-27
Pf growth 48h,2.9µM*,?,29%,?,-11%,?,?,27%

One compound at a time, from the list above:
COc1ccccc1NC(=O)Nc1nn(C)c2cccc(N(C)C)c12 in the list: Cycloheximide cs = -5; LmPK inh = 1%; Tb PYK inh = -15%; Pf growth 96h = ?; AmpC inh no detg = -31%; Shiga inhibitor = -27; Pf growth 48h = ?
CS(=O)(=O)N1CCC(Oc2ccccc2C(=O)N2CCN(CC3CC3)CC2)CC1 in the list: Cycloheximide cs = -1; LmPK inh = 1%; Tb PYK inh = 0%; Pf growth 96h = 18%; AmpC inh no detg = -4%; Shiga inhibitor = -27; Pf growth 48h = 27%

Continuation.
49: CC(=O)Nc1c(Nc2ccccc2)c2ccccc2oc1=O
50: COc1ccc(CNC(=O)CCC2N=C3c4ccccc4N=C(SCC(=O)NCC4CCCO4)N3C2=O)cc1 (stereo not drawn)
51: O=C(Cc1ccccc1)Nc1ccc(C(=O)NCc2ccccc2)cc1
52: CCOc1ccc(S(=O)(=O)N2CCN(c3ccccc3F)CC2)c2cccnc12
53: CCN(CC)S(=O)(=O)c1ccc(Cl)c(NC(=O)COc2ccc(OC)cc2[N+](=O)[O-])c1
54: CCOC(=O)CSCCOc1ccc(C=C2C(=O)NC(=O)NC2=O)cc1OC
55: Cc1cc(NC(=O)CCN2CC(C)OC(C)C2)ccc1Br (stereo not drawn)
56: CCC1CCCCN1C(=S)Nc1ccc(C(C)=O)cc1 (stereo not drawn)
57: Cc1ccc(Nc2nc(N)nc(CN3CCN(Cc4ccc5c(c4)OCO5)CC3)n2)c(C)c1
58: Cc1ccc(Nc2ccc(S(=O)(=O)N3CCOCC3)cc2[N+](=O)[O-])cc1C
59: O=C(COC(=O)CCC(=O)c1cccs1)NCc1ccccc1
compound no.,49,50,51,52,53,54,55,56,57,58,59
Cycloheximide cs,-2,-1,5,-4,-3,12,-2,8.6*,8,-2,-1
LmPK inh,-7%,-1%,1%,1%,3%,-3%,4%,-1%,2%,4%,1%
Tb PYK inh,-7%,4%,4%,-5%,-2%,?,-3%,-9%,1%,12%,-7%
Pf growth 96h,?,13µM*,?,-24%,13%,10%,-28%,22%,?,?,41%[activator]
AmpC inh no detg,-6%,37%,?,231%[activator],-25%,-28%,37%,-27%,112%[activator],16%,-30%
Shiga inhibitor,-6,-1,10,1,-3,20,0,1,-5,-7,-6
Pf growth 48h,16%,?,-16%,?,4%,25%,-21%,13%,12µM*,-16%,8%

Retrieved by structure from the list above, two records:
54: CCOC(=O)CSCCOc1ccc(C=C2C(=O)NC(=O)NC2=O)cc1OC
50: COc1ccc(CNC(=O)CCC2N=C3c4ccccc4N=C(SCC(=O)NCC4CCCO4)N3C2=O)cc1 (stereo not drawn)
compound no.,54,50
Cycloheximide cs,12,-1
LmPK inh,-3%,-1%
Tb PYK inh,?,4%
Pf growth 96h,10%,13µM*
AmpC inh no detg,-28%,37%
Shiga inhibitor,20,-1
Pf growth 48h,25%,?
